Screens deposited in PubChem BioAssay by National Center for Advancing Translational Sciences (NCATS).
ALOX15B inhib – inhibitors of human 15-lipoxygenase 2 (ALOX15B) | Potency, µM (top dose mostly 57.1 µM), without a hit: at the top dose activity change, negative = inhibition, hits mostly inhibitors | 110,000 compounds, 0.56% hits | purified 15hLO-2, xylenol orange hydroperoxide absorbance | AID 881; also: potency is read from the fitted curve at half-maximal effect; nearly all actives have a fitted effect of over 60% in size; many of its hits are not listed in these tables
Target sequence (O15296 whole entry, looked up): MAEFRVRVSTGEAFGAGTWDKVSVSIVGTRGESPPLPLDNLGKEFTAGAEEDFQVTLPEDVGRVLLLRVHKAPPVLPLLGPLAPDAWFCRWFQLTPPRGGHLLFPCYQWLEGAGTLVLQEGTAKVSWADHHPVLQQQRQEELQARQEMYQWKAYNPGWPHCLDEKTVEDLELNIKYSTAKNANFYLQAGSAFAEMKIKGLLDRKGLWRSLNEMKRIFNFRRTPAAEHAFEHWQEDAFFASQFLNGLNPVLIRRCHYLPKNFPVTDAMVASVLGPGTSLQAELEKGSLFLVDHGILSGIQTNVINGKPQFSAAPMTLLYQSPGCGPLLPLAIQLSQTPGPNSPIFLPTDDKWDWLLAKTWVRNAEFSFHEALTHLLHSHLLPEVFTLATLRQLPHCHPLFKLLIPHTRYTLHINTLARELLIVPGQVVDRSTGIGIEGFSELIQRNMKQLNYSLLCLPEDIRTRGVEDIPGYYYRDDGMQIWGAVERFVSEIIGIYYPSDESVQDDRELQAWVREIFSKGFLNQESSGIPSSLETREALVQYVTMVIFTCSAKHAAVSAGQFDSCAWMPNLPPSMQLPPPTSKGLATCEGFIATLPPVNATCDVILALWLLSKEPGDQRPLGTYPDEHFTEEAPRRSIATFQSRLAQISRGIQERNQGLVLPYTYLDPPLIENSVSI
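Enzyme 50 nM, AA 45 uM, 25 mM Hepes pH 7.5 + 0.01% Triton X-100; cpd preinc 15 min RT, rxn 90 min RT; stop/detect with 200 uM XO + 300 uM Fe(II) in 50 mM H2SO4, 30 min; A573/A405.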
ALOX12 inhib – 12-hLO (ALOX12) enzyme inhibition | 150,000 compounds, 0.12% hits | purified 12-hLO, xylenol orange hydroperoxide absorbance | Potency, µM (highest dose often 57.1 µM), for inactives: at the highest dose activity change, negative = inhibition, actives largely listed as inhibitors | AID 1452; also: potency is read from the fitted curve at half-maximal effect; nearly all actives have a fitted effect of over 55% in size; many of its hits are not listed in these tables
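150 nM 12hLO, 25 mM Hepes pH 7.0 + 0.01% Triton X-100; cpd preinc 15 min RT; 40 uM arachidonic acid, 30 min RT; Fe-XO 30 min; A573/A405 ratio as read-out.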
IMPase cell inh – IMPase inhibition in cells. P97697. CHO-M1 cells, IP1 accumulation, HTRF TR-FRET ratio. inhibition (IP1 accumulation), % at 46.1 µM. 120,000 tested, under 10 active; active = well fitted curve in the direction sought with a large enough effect in the signal ratio, not every such curve was filed as active; inconclusive = small, poorly fitted or top-dose-only effect, or a change in a side signal; inactive = no such curve, though single readings can be large or run the other way; the % refers to the signal ratio;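 also: cells stimulated with carbachol in lithium chloride buffer; plate controls were DMSO basal wells for no effect and reference inhibitor wells for full effect; higher means more IMPase inhibition seen as more IP1 and lower FRET ratio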
Target sequence (P97697 whole entry, looked up): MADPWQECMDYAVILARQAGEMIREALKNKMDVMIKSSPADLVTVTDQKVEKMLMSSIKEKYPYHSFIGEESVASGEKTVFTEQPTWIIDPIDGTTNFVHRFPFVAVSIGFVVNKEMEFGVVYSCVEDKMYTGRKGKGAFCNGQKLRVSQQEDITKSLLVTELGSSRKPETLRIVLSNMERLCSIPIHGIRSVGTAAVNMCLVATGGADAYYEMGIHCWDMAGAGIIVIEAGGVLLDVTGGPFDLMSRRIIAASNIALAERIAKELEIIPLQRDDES
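CHO-M1, 2000 cells/well, cultured 16–30 h; cpd up to 46 uM; carbachol (50 uM solution, stimulation buffer w/ 50 mM LiCl, pH 7.4), 30 min 37C; IP-One TR-FRET, 10 min RT; Ex 320/Em 665, 620; Hill-fit AC50.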
PNC assembly inh – inhibitors of perinucleolar compartment assembly. 140,000 compounds, 3.1% hits. AID 2417. PC3M PTB-GFP, PNC prevalence imaging, 16 h; stronger effect = lower value. activity change (PNC), negative = inhibition, % at 10 µM;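 active = readout at or below -70, meaning at least 70% loss of cells showing the perinucleolar compartment, a nuclear body marking cancer cells; inconclusive = readout between -30 and a set limit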;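 also: plate controls were DMSO wells for no effect and camptothecin positive control wells for full effect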
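Compounds are pinned in duplicate onto adhered PC3M cells stably expressing GFP-tagged PTB and incubated 16 h at 37 C. Cells are then fixed, nuclei stained with Hoechst, and PNC-positive cells counted.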
* = called active by the depositor; ? = inconclusive; nt = no result given; [ ] = remark or other dose. Unless noted, calls follow the shape of the dose curve; as a rule, active = well fitted curve in the direction sought with a large enough effect; inconclusive = small, poorly fitted or top-dose-only effect, or another doubt; inactive = no such curve, though single readings can be large; an effect the other way counts as inactive or inconclusive. Unless noted, % is scaled to controls: 0 for no effect and ±100 for the full control effect.

IMPase cell inh,ALOX12 inhib,PNC assembly inh,ALOX15B inhib,SMILES
2,-7%,?,-12%,CCCCN1C(=O)C2ON(c3ccccc3C)C(c3ccco3)C2C1=O (stereo unspecified)
5,1%,51,-2%,O/N=C(/CCc1ccccc1)C1(O)CCCCC1
1,1%,42,-1%,CCNC(=O)CN(c1ccccc1)S(=O)(=O)c1ccc(Cl)cc1
6,12%,-6,-4%,CCC(C)N(C(=O)c1csnn1)C(C(=O)NC(C)(C)C)c1ccccc1 (stereo unspecified)
-13,-3%,-9,9%,COC(=O)c1cc(Br)c(=O)n(CCc2ccccc2)c1
?,-1%,39,-2%,COC(=O)c1ccccc1NC(=O)c1cc2ncc(Br)cn2n1
-3,3%,-18,-6%,CCn1c(CNC(=O)c2cccc(C)c2)nnc1SCC(=O)NC1CCCCC1C (stereo unspecified)
-19,-2%,10,-1%,Cc1nc2ccccc2nc1N1CCCCC1
6,-2%,-21,-5%,COc1cccc(/C=N/NC(=O)C(=O)NCc2cccnc2)c1
2,3%,8,2%,Cc1cccc(C(=O)N2CCCCCC2)c1
nt,-2%,?,nt,CN(C)N1C(N)=C(C#N)C(c2cccc3ccccc23)C2=C1CC(c1ccccc1)CC2=O (stereo unspecified)
3,-23%,24,-9%,O=C(ON=C1CCN(c2ccc([N+](=O)[O-])cc2)CC1)c1ccccc1
nt,0%,61,nt,CCOC(=O)c1cc(C(=O)n2cc(Cl)cn2)nn1C
4,1%,?,10%,COc1cccc(OCCOc2cccc(/C=N/n3cnnc3)c2)c1
nt,-5%,17,nt,Cc1oc(/C=N/NC(=O)CN(c2ccccc2Cl)S(C)(=O)=O)cc1Br
nt,2%,-9,nt,Cc1cc(CSc2ccccc2)ccc1NC(=O)c1ccc(Br)cc1
0,2%,?,7%,O=C(COc1ccc2ccccc2c1)Nc1nc2ccccc2[nH]1
7,-2%,1,-6%,O=C(CN1C2=NCCCN2c2ccccc21)c1cccs1
-1,-1%,?,nt,COc1cccc2cc(C(=O)N3CCN(C(=O)c4ccccc4)CC3)c(=O)oc12
0,-4%,?,-23%,Nc1ccc(-c2ccc(N)cc2C(F)(F)F)c(C(F)(F)F)c1
-2[1.84 µM],-1%,?,-13%[11.4 µM],CC(C)OC(=O)c1nnn(-c2nonc2N)c1CN1CCCCCC1
-7,-3%,11,-3%,Cc1cc(C(=O)NC2CCCc3ccccc32)no1 (stereo unspecified)
nt,-13%[11.4 µM],nt,-1%[11.4 µM],CN(CC(=O)O)Cc1c(O)c(Cl)cc(Cl)c1Cl
-8,-2%,21,-16%,COc1ccccc1N(C(=O)Cn1nnc2ccccc21)C(C(=O)NCc1ccco1)c1ccc(C)o1 (stereo unspecified)
4,-4%,78,5%,CO/N=C/c1ccc(N2CCN(C(=O)c3cccc(Cl)c3)CC2)c([N+](=O)[O-])c1
9,-10%,-22,2%,CCCCNC(=O)c1sc2nc(C)cc(COC)c2c1-n1cccc1
nt,0%,?,nt,CCOC(=O)C1(C/C(C)=N/NC(N)=O)CC(C)(C)OC1=O (stereo unspecified)
-6,1%,?,0%[2.29 µM],COC(=O)c1cc(C(=O)OC)n(Cc2ccc(F)cc2)n1
-3,-2%,30,-3%,Cc1nn2c(N)csc2nc1=O
0,-3%,39,1%,Cc1ccc(C)n1-n1cnc2sc3c(c2c1=O)CCC3
-3,-7%,?,41%[activator],Cc1c(C(=O)N2CCN(CCc3ccccc3)CC2)oc2ccccc12
nt,-13%,-113*,nt,COc1ccccc1-c1ccc(/C=C2/C=C(C)OC2=O)o1
9,-2%,7,-5%,Cc1ccccc1NC(=O)c1ccc2c(c1)OCCO2
8,0%,1,23%,Cc1[nH]nc2c1-c1nc3ccccc3nc1C(C)(C)C2
2[20.6 µM],-3%[25.6 µM],nt,6%[25.6 µM],CO[C@]1(NC(=O)C2SC(=C(C(N)=O)C(=O)O)S2)C(=O)N2C(C(=O)O)=C(CSc3nnnn3C)CS[C@H]21 (stereo partly specified)
3,2%,12,-11%,Cc1ccc(NC(=O)CSc2nnc(CCNC(=O)OC(C)(C)C)o2)c(C)c1
nt,-2%,-26,nt,CCOc1ccc(N(CC(=O)N/N=C/c2ccc(OC(C)C)cc2)S(C)(=O)=O)cc1
6,2%,28,-2%,CCOC(=O)Nc1c(C(=O)OC)[nH]c2cccc(OC)c12
-3,-2%,53,2%,CN(C(=O)c1ccco1)c1nc2c(s1)CCCC2
5,4%,-21,nt,Cc1ccc(N2C(=O)C3C(C(=O)c4ccccc4)=NN(c4ccccc4)C3C2=O)cc1 (stereo unspecified)
8,1%,-26,nt,COc1cc2c(cc1NC(=O)CN(C)Cc1ccc(OC)c(OC)c1)oc1ccccc12
nt,-4%,?,nt,CCCC(=O)Nc1nc(-c2ccccc2)ns1
-6,2%,-18,nt,Cc1ccc2cc(/C=N/NC(=O)c3ccccc3O)c(Cl)nc2c1
-6,0%,70,12%,COc1cccc(NC(=O)Nc2cccn(Cc3ccccc3)c2=O)c1
nt,-4%,12,nt,CC(C)(C)c1nnc(N/N=C/c2ccc(Br)cc2)n(N)c1=O
1,-2%,-18,-3%,c1cc(-c2nnc3n2CCCCC3)ccn1
-18,3%,?,-2%,CCCOc1cccc(C2/C(=C(/O)c3ccc(F)cc3)C(=O)C(=O)N2CCN(C)C)c1 (stereo unspecified)
0,-6%,-4,-6%,CCS(=O)(=O)CCSc1nc2ccccc2s1
15,2%,6,-1%,Nc1ccc(SCCN2C(=O)c3ccccc3C2=O)cc1
3,2%,-23,-11%,CCC(=O)Oc1cccc(C(=O)Nc2ccc(-c3nnc(-c4ccco4)o3)cc2)c1

(list continues)
IMPase cell inh,ALOX12 inhib,PNC assembly inh,ALOX15B inhib,SMILES
nt,-1%,nt,-11%,COC(=O)[C@@H]1C[C@@H]2CC[C@@H](O)C[C@@H]2N1Cc1ccccc1OS(=O)(=O)c1ccc(C)cc1
2,-3%,35,1%,CC(C)CNC(=O)CSc1nnc(-c2ccccn2)n1Cc1ccccc1
2,-3%,-5,nt,CC(=O)c1ccc2c(c1)N(C)c1ccccc1S2
17,-1%,29,9%,COc1ccc(NC(=O)NC2CC3CCCC(C2)N3Cc2ccccc2)cc1 (stereo unspecified)
-3,1%,?,-7%,Cc1ccccc1-n1c(=O)cc(N2CCc3ccccc3C2)[nH]c1=O
-1[20.6 µM],-16%[25.6 µM],nt,?,Cc1c(O)c(=O)n(-c2ccccc2)n1C
5,-7%,2,-1%,O=C1CCCC(NCCCCCCNC2=C([N+](=O)[O-])C(=O)CCC2)=C1[N+](=O)[O-]
7,-11%,?,-26%,NC(=O)c1c(NC(NC(=O)c2ccco2)(C(F)(F)F)C(F)(F)F)sc2c1CCCC2
17,-11%,28,1%,Cc1noc(C)c1COC(=O)c1ccccc1Sc1ccccc1C#N
nt,24%,nt,1%,NCC1O[C@@H](OC2C(N)C[C@H](N)[C@@H](O[C@H]3OC(CO)C(O)C(N)C3O)C2O)C(N)C(O)C1O (stereo partly specified)

Record cards, as listed above. Values in the order: IMPase cell inh	ALOX12 inhib	PNC assembly inh	ALOX15B inhib
Entry for COc1ccc(NC(=O)NC2CC3CCCC(C2)N3Cc2ccccc2)cc1 (stereo unspecified) → 17	-1%	29	9%
Entry for CC(=O)c1ccc2c(c1)N(C)c1ccccc1S2 → 2	-3%	-5	nt
Entry for COC(=O)[C@@H]1C[C@@H]2CC[C@@H](O)C[C@@H]2N1Cc1ccccc1OS(=O)(=O)c1ccc(C)cc1 → nt	-1%	nt	-11%
Entry for O=C1CCCC(NCCCCCCNC2=C([N+](=O)[O-])C(=O)CCC2)=C1[N+](=O)[O-] → 5	-7%	2	-1%

Further structures follow:
IMPase cell inh,ALOX12 inhib,PNC assembly inh,ALOX15B inhib,SMILES
-16,-1%,-16,-3%,NC(=O)CN1CCN(C(=O)Nc2ccccc2)CC1
2,1%,-28,nt,Cc1ccc(-c2nnc(Oc3ccc(NC(=O)c4ccccc4)cc3)c3ccccc23)cc1
0,-12%,-27,-4%,Brc1ccc(/C=C/C=N/Nc2nc3ccccc3s2)cc1
6,-4%,-17,nt,Cc1[nH]c2ccccc2c1C(=O)C(=O)N1CCCc2ccccc21
-1,2%,2,4%,CC(C)CC(=O)Nc1ccccc1-c1nnn(CC(=O)N2CCOCC2)n1
nt,0%,22,nt,CC(C)CC(=O)Nc1ccc(C(=O)NN2C(=O)c3ccccc3C2=O)cc1
-2,-4%,236,nt,Cc1ccc(NC(=O)C2CCCN2C(=O)NC2CCCCC2)c(C)c1 (stereo unspecified)
-3,8%,0,-2%,CC(C)Oc1cccc(C(=O)O)c1
8,0%,0,3%,CS(=O)(=O)N1CCN(c2nc(-c3ccc(F)cc3)cs2)CC1
-11,-2%,9,nt,O=C(Cn1nc(-c2ccccc2F)ccc1=O)Nc1ccc(S(=O)(=O)N2CCCCCC2)cc1

Some of the entries so far, with two lines to a compound.
Below each SMILES: IMPase cell inh, ALOX12 inhib, PNC assembly inh, ALOX15B inhib
COc1ccc(NC(=O)NC2CC3CCCC(C2)N3Cc2ccccc2)cc1 (stereo unspecified)
    17, -1%, 29, 9%
Cc1ccccc1-n1c(=O)cc(N2CCc3ccccc3C2)[nH]c1=O
    -3, 1%, ?, -7%
Cc1c(O)c(=O)n(-c2ccccc2)n1C
    -1[20.6 µM], -16%[25.6 µM], nt, ?
O=C1CCCC(NCCCCCCNC2=C([N+](=O)[O-])C(=O)CCC2)=C1[N+](=O)[O-]
    5, -7%, 2, -1%
NC(=O)c1c(NC(NC(=O)c2ccco2)(C(F)(F)F)C(F)(F)F)sc2c1CCCC2
    7, -11%, ?, -26%
Cc1noc(C)c1COC(=O)c1ccccc1Sc1ccccc1C#N
    17, -11%, 28, 1%
NCC1O[C@@H](OC2C(N)C[C@H](N)[C@@H](O[C@H]3OC(CO)C(O)C(N)C3O)C2O)C(N)C(O)C1O (stereo partly specified)
    nt, 24%, nt, 1%
NC(=O)CN1CCN(C(=O)Nc2ccccc2)CC1
    -16, -1%, -16, -3%
Cc1ccc(-c2nnc(Oc3ccc(NC(=O)c4ccccc4)cc3)c3ccccc23)cc1
    2, 1%, -28, nt
Brc1ccc(/C=C/C=N/Nc2nc3ccccc3s2)cc1
    0, -12%, -27, -4%
Cc1[nH]c2ccccc2c1C(=O)C(=O)N1CCCc2ccccc21
    6, -4%, -17, nt
CC(C)CC(=O)Nc1ccccc1-c1nnn(CC(=O)N2CCOCC2)n1
    -1, 2%, 2, 4%
CC(C)CC(=O)Nc1ccc(C(=O)NN2C(=O)c3ccccc3C2=O)cc1
    nt, 0%, 22, nt
Cc1ccc(NC(=O)C2CCCN2C(=O)NC2CCCCC2)c(C)c1 (stereo unspecified)
    -2, -4%, 236, nt
CC(C)Oc1cccc(C(=O)O)c1
    -3, 8%, 0, -2%
CS(=O)(=O)N1CCN(c2nc(-c3ccc(F)cc3)cs2)CC1
    8, 0%, 0, 3%
O=C(Cn1nc(-c2ccccc2F)ccc1=O)Nc1ccc(S(=O)(=O)N2CCCCCC2)cc1
    -11, -2%, 9, nt

The list goes on.
IMPase cell inh,ALOX12 inhib,PNC assembly inh,ALOX15B inhib,SMILES
-4,-18%,-19,11%,O/N=C/c1ccccc1OCc1ccc(Cl)cc1
-2,3%,12,54%[activator],Cc1ccccc1N=C1Nc2ccccc2CS1
-3,4%,91,-16%,CCOc1cc(/C=C2/SC(=O)N(CC(=O)N3CCc4ccccc4C3)C2=O)ccc1OCC(=O)O
4,-1%,8,?,COc1ccc2nc(NC(C)=O)sc2c1
1,3%,50,-5%,CN(C)S(=O)(=O)c1ccc(NC(=O)c2cccnc2)cc1
nt,-5%,45,nt,COc1cc(C(=O)Nc2cc(C(F)(F)F)ccc2N2CCOCC2)ccc1O
